Bioassay records deposited in PubChem by Broad Institute.
U2OS ROS induce – cancer cell ROS induction. U2OS ROS induction, H2DCF-DA fluorescence. ROS induction (% of piperlongumine), % at 10 µM. 2% of 46,000 active. AID 624156; in the data active means ROS induction above about 79%, passing the limit was not always enough;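 further: 0% = DMSO vehicle median and 100% = reference compound median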
The depositor's hits bear a star. A portion of the library; rates above refer to the full screens.

no.	Structure	U2OS ROS induce
1	C[C@@H]1CN([C@H](C)CO)C(=O)c2cc(NC(=O)c3ccncc3)ccc2O[C@H]1CN(C)C(=O)Nc1ccc2c(c1)OCO2	-2
2	CS(=O)(=O)N(CC(=O)Nc1ccc(I)cc1)c1cccc2ccccc12	14
3	C[C@@H]1CN([C@@H](C)CO)C(=O)c2cccc(NS(=O)(=O)c3ccc(Cl)cc3)c2O[C@@H]1CN(C)C(=O)Nc1ccccc1	-6
4	C[C@@H]1CN([C@@H](C)CO)C(=O)c2cc(NC(=O)C3CCCCC3)ccc2O[C@@H]1CN(C)C(=O)Nc1ccc(F)cc1	-2
5	C[C@H]1CN([C@@H](C)CO)C(=O)Cc2cc(NS(=O)(=O)c3cn(C)cn3)ccc2O[C@H]1CN(C)S(=O)(=O)c1cn(C)cn1	-5
6	CCc1ccccc1NC(=O)CSc1nnc(C)s1	-3
7	CS(=O)(=O)N(CC(=O)Nc1ccc(Cl)c(Cl)c1)c1ccc(Br)cc1	-6
8	C[C@H]1CN([C@@H](C)CO)C(=O)c2cccc(NC(=O)c3ccc(-c4nccs4)cc3)c2O[C@@H]1CN(C)C	-4
9	C[C@@H]1CN([C@@H](C)CO)C(=O)c2cc(NC(=O)Nc3ccc4c(c3)OCO4)ccc2O[C@H]1CN(C)Cc1ccc(Cl)c(Cl)c1	35
10	CCc1nc(SCC(=O)OC)c2c3c(sc2n1)CCCC3	15
11	CC(C)=CCc1c(O)c(CC=C(C)C)c2c(c1O)C(=O)CC(c1ccc(O)cc1O)O2 (centres undefined)	38
12	CCc1ccc(CNC(=O)c2ccc3c(c2)ncn3C2CCCC2)cc1	-15
13	OC(CN1c2ccccc2Sc2ccccc21)Cn1nnc2ccccc21 (centres undefined)	13
14	C[C@@H]1CCCCO[C@H](CN(C)S(=O)(=O)c2ccc(Cl)cc2)[C@@H](C)CN([C@H](C)CO)C(=O)c2cc(NC(=O)Nc3ccc4c(c3)OCO4)ccc2O1	22
15	Cc1ccc(S(=O)(=O)/N=C(/c2ccccc2)N2CCOCC2)cc1	-20
16	C[C@@H]1CN([C@@H](C)CO)C(=O)c2cc(NC(=O)CCC(F)(F)F)ccc2O[C@@H]1CN(C)S(C)(=O)=O	-6
17	COc1ccc(NC(=O)N(C)C[C@@H]2Oc3c(NC(=O)Nc4ccccc4)cccc3C(=O)N([C@H](C)CO)C[C@@H]2C)cc1	-1
18	Cc1ccc(CNC(=O)C2c3ccccc3Oc3ccccc32)cc1	-1
19	O=[N+]([O-])c1nn(-c2ccccc2)n(O)c1=NCc1ccco1	-12
20	COc1ccc(S(=O)(=O)N(C)C[C@@H]2Oc3c(NS(=O)(=O)c4ccc(Cl)cc4)cccc3C(=O)N([C@H](C)CO)C[C@@H]2C)cc1	10
21	Cc1noc(C)c1NC(=O)Nc1ccc2c(c1)CC(=O)N([C@H](C)CO)C[C@H](C)[C@H](CN(C)C(=O)Nc1ccc3c(c1)OCO3)O2	7
22	Cc1noc(C)c1S(=O)(=O)Nc1ccc2c(c1)C(=O)N([C@H](C)CO)C[C@H](C)[C@@H](CN(C)Cc1ccc(C(=O)O)cc1)O2	1
23	Nc1nncn1C(=O)CCCN1C(=O)c2ccccc2C1=O	-23
24	C[C@H](CO)N1C[C@H](C)[C@H](CN(C)S(=O)(=O)c2ccc3c(c2)OCCCO3)OCc2cn(nn2)CCCC1=O	-3
25	C[C@@H]1CN([C@H](C)CO)C(=O)c2cc(NS(C)(=O)=O)ccc2O[C@H]1CN(C)S(=O)(=O)c1cccs1	-16
26	COc1ccc(-n2nnc3c(=O)n(Cc4cccc(C(F)(F)F)c4)cnc32)cc1	0
27	COc1ccc(CN(C)C[C@H]2Oc3ccc(NC(=O)C4CC4)cc3C(=O)N([C@H](C)CO)C[C@@H]2C)cc1	23
28	Cc1cccc(NC(=O)NC(=O)c2ccc(C(C)(C)C)s2)n1	-8
29	Nc1nonc1-c1nc2ccccc2n1Cc1ccc(F)cc1Cl	-16
30	CCCC(C)C(=O)NCc1ccccc1OC (centres undefined)	1

Following part:
no.	Structure	U2OS ROS induce
31	C[C@H](CO)N1C[C@H](C)[C@H](CN(C)Cc2ccc(Oc3ccccc3)cc2)Oc2ccc(NC(=O)C3CC3)cc2C1=O	-6
32	Cc1ccc(S(=O)(=O)Nc2ccc3c(c2)CC(=O)N([C@@H](C)CO)C[C@@H](C)[C@@H](CN(C)C(=O)Nc2ccc(C(F)(F)F)cc2)O3)cc1	-11
33	NNC(=O)Cc1csc2nc(-c3ccccc3)nn12	-1
34	Cc1noc(C)c1NC(=O)N(C)C[C@@H]1Oc2ccc(NS(=O)(=O)c3cn(C)cn3)cc2CC(=O)N([C@H](C)CO)C[C@@H]1C	-1
35	CCOc1ccc(NC(=O)N(CCCN2CCOCC2)Cc2cccnc2)cc1	-5
36	CCOC(=O)c1ccc2nc(C(F)(F)F)nc(NCCCc3ccccc3)c2c1	54
37	CS(=O)(=O)c1sc(NC(=O)Nc2ccc(Cl)cc2)c2c1C=CCC2	33
38	COc1ccc(NC(=O)N(C)C[C@@H]2Oc3ncc(C#CC(C)(C)O)cc3C(=O)N([C@H](C)CO)C[C@@H]2C)cc1	19
39	O=C(O)C1=C[C@@H](c2csc3ccccc23)C[C@@H](OCCCCO)O1	12
40	Cc1ccc(-c2nn(C)c(=O)c3ccccc23)cc1CNC(=O)CN1CCOCC1	33
41	COc1ccc(CCNC(=O)c2ccc3c(=O)n(CCC4=CCCCC4)c(=S)[nH]c3c2)cc1OC	96*
42	Cc1noc(C)c1S(=O)(=O)Nc1ccc2c(c1)C(=O)N([C@H](C)CO)C[C@H](C)[C@H](CN(C)C(=O)Nc1ccc(F)cc1)O2	32
43	O=C(O)CC(NCc1ccccc1)c1ccccc1 (centres undefined)	-8
44	O=S(=O)(CCc1nc2ccccc2o1)c1ccc(Cl)cc1	0
45	C[C@@H]1CN([C@@H](C)CO)C(=O)Cc2cc(NS(=O)(=O)c3ccc(Cl)cc3)ccc2O[C@@H]1CN(C)C(=O)NC1CCCCC1	7
46	C[C@H](CO)N1C[C@H](C)[C@H](CN(C)Cc2ccc(C(=O)Nc3ccccc3N)cc2)Oc2ccc(NC(=O)Nc3cccc4ccccc34)cc2C1=O	11
47	C[C@H](CO)N1C[C@H](C)[C@H](CN(C)S(=O)(=O)c2ccccc2)OCc2cnnn2CCCC1=O	11
48	Cc1nnc(SCc2nc(-c3ccc(Br)cc3)no2)n1-c1ccccc1	20
49	Cc1noc(C)c1S(=O)(=O)Nc1ccc2c(c1)C(=O)N([C@H](C)CO)C[C@H](C)[C@H](CN(C)Cc1ccc3c(c1)OCO3)OCCCC[C@@H](C)O2	11
50	Cc1noc(C)c1NC(=O)Nc1ccc2c(c1)C(=O)N([C@H](C)CO)C[C@H](C)[C@@H](CN(C)S(=O)(=O)c1ccc(F)cc1)O2	-10
51	CC(SCc1nc2ccccc2[nH]1)c1ccccc1 (centres undefined)	42
52	C[C@H](CO)N1C[C@H](C)[C@@H](CN(C)Cc2ccc(-c3ccccc3)cc2)Oc2c(cccc2N(C)C)C1=O	37
53	C[C@@H]1CN([C@@H](C)CO)C(=O)Cc2cc(NS(=O)(=O)c3cn(C)cn3)ccc2O[C@@H]1CN(C)S(=O)(=O)c1ccc(Cl)cc1	8
54	Cn1c(CNC(=O)c2cccs2)nnc1SCc1ccccc1	15
55	CCc1c(C)nc(SCC(=O)Nc2ccc(C)cc2)[nH]c1=O	23
56	Cc1nc2nc(NCc3cccc([N+](=O)[O-])c3)[nH]n2c(=O)c1Cc1ccccc1	-2
57	C[C@H](CO)N1C[C@H](C)[C@H](CN(C)S(=O)(=O)c2ccc(Cl)cc2)Oc2ccc(NS(=O)(=O)c3ccccc3)cc2CC1=O	34
58	O=C1CC(c2ccccc2)CC(O)=C1C=NCc1ccco1 (centres undefined)	-11
59	CCOC(=O)C1CCCN(Cc2nc(N)nc(Nc3ccccc3)n2)C1 (centres undefined)	-7
60	C[C@H]1CN([C@@H](C)CO)C(=O)c2cc(NC(=O)C3CC3)ccc2O[C@@H]1CN(C)Cc1ccc(Cl)c(Cl)c1	15

As entered above:
In U2OS ROS induce, #59 has -7
In U2OS ROS induce, #45 has 7
In U2OS ROS induce, #60 has 15
In U2OS ROS induce, #33 has -1
In U2OS ROS induce, #51 has 42
In U2OS ROS induce, #31 has -6
In U2OS ROS induce, #50 has -10

Following part
no.	Structure	U2OS ROS induce
61	CC(C)NC(=O)Nc1ccc2c(c1)C(=O)N([C@H](C)CO)C[C@H](C)[C@@H](CN(C)C(=O)NC(C)C)O2	12
62	Cc1noc(C)c1NC(=O)Nc1ccc2c(c1)CC(=O)N([C@@H](C)CO)C[C@H](C)[C@@H](CN(C)C(=O)NC(C)C)O2	-3
63	Cc1cc(OCC(=O)Nc2cc(C(=O)O)cc(C(=O)O)c2)cc(C)c1Cl	12
64	CC(NS(=O)(=O)c1ccc(Cl)cc1)C(=O)Nc1ccccc1Sc1ccccc1 (centres undefined)	19
65	CCOCC(=O)Nc1c(C(=O)Nc2cccc(OC)c2)oc2ccccc12	23
66	CNC[C@@H]1Oc2c(cccc2N(C)C)C(=O)N([C@H](C)CO)C[C@H]1C	-4
67	N#CC1=C(N)N=C(SCC(=O)Nc2ccccc2)C(C(N)=O)C12CCCCC2 (centres undefined)	-8
68	Cc1cc(C(=O)Nc2cccc3c2O[C@@H](CN(C)Cc2ccc(Oc4ccccc4)cc2)[C@@H](C)CN([C@H](C)CO)C3=O)n(C)n1	44
69	CN1CCN(c2nc3cc(C(F)(F)F)ccc3n3cccc23)CC1	19
70	C[C@@H]1CN([C@H](C)CO)C(=O)c2cc(NC(=O)Cn3cnnn3)ccc2O[C@@H]1CN(C)S(=O)(=O)c1ccccc1	-2
71	C[C@H]1CN([C@@H](C)CO)C(=O)Cc2cc(NS(=O)(=O)c3ccc(Cl)cc3)ccc2O[C@@H]1CN(C)Cc1ccncc1	4
72	CN(C)C1CS(=O)(=O)CC1N(C)C (centres undefined)	-8
73	Cc1ccc(S(=O)(=O)N2C(=O)CCC2C(=O)Nc2ccc3c(c2)OCCO3)cc1 (centres undefined)	-10
74	Cc1ccnc(NC(=O)COc2ccc(Cl)cc2)n1	-1
75	C[C@H](CO)N1C[C@H](C)[C@@H](CN(C)S(=O)(=O)c2ccc(F)cc2)Oc2c(cccc2N(C)C)C1=O	-6
76	C[C@H](CO)N1C[C@H](C)[C@@H](CN(C)CC2CC2)Oc2c(NC(=O)C3CCOCC3)cccc2C1=O	10
77	C[C@H](CO)N1C[C@H](C)[C@H](CN(C)S(C)(=O)=O)Oc2ncc(-c3cccc(C(F)(F)F)c3)cc2C1=O	-4
78	CCOC(=O)c1ccc(NC(=O)Cn2cc([N+](=O)[O-])cn2)cc1	-7
79	Cc1ccc(S(=O)(=O)N(C)C[C@@H]2Oc3ccc(NS(=O)(=O)c4cccs4)cc3C(=O)N([C@H](C)CO)C[C@H]2C)cc1	-6
80	C[C@@H]1CN([C@H](C)CO)C(=O)c2cccc(NC(=O)Nc3ccc(C(F)(F)F)cc3)c2O[C@H]1CN(C)S(=O)(=O)c1ccc(F)cc1	-3
81	C[C@H](CO)N1C[C@H](C)[C@@H](CN(C)S(=O)(=O)c2cn(C)cn2)Oc2ccc(NS(=O)(=O)c3ccccc3)cc2C1=O	0
82	C[C@H](CO)N1C[C@H](C)[C@@H](CN(C)Cc2ccc(C(F)(F)F)cc2)Oc2c(NC(=O)c3ccc(-c4nccs4)cc3)cccc2C1=O	56
83	C/C=C/c1ccc(OCCSc2nc(C)cc(=O)[nH]2)c(OC)c1	18
84	O=C(NC1CC1)c1sc2ccccc2c1Cl	-10
85	COc1cccc(N(CC(=O)Nc2ccc(C(F)(F)F)cc2)S(C)(=O)=O)c1	-7
86	Cc1ccc(S(=O)(=O)Nc2ccc3c(c2)C(=O)N([C@@H](C)CO)C[C@@H](C)[C@H](CN(C)Cc2ccc(Cl)c(Cl)c2)O3)cc1	31
87	C[C@H](CO)N1C[C@H](C)[C@H](CN(C)C(=O)Nc2ccc(F)cc2)Oc2c(NC(=O)c3ccc(-c4nccs4)cc3)cccc2C1=O	2
88	C[C@H]1CN([C@@H](C)CO)C(=O)c2cccc(NC(=O)C3CCCCC3)c2O[C@H]1CN(C)C(=O)Nc1ccccc1	-8
89	C[C@H](CO)N1C[C@H](C)[C@@H](CN(C)Cc2ccc(-c3ccccc3)cc2)Oc2ccc(NS(=O)(=O)c3ccc(F)cc3)cc2C1=O	15
90	O=C(O)CSc1nnc(-c2ccc(Cl)cc2Cl)n1-c1ccccc1	-3

Molecules listed so far that have a nitro group on carbon:
no.	Structure	U2OS ROS induce
19	O=[N+]([O-])c1nn(-c2ccccc2)n(O)c1=NCc1ccco1	-12
56	Cc1nc2nc(NCc3cccc([N+](=O)[O-])c3)[nH]n2c(=O)c1Cc1ccccc1	-2
78	CCOC(=O)c1ccc(NC(=O)Cn2cc([N+](=O)[O-])cn2)cc1	-7

Values in list order from above:
U2OS ROS induce for entries 74–85 → -1, -6, 10, -4, -7, -6, -3, 0, 56, 18, -10, -7

(listing goes on)
no.	Structure	U2OS ROS induce
91	Cc1noc(C)c1NC(=O)Nc1ccc2c(c1)CC(=O)N([C@H](C)CO)C[C@@H](C)[C@@H](CN(C)C(=O)Nc1ccc(F)cc1)O2	7
92	C[C@@H]1CN([C@@H](C)CO)C(=O)c2cc(NS(=O)(=O)c3ccccc3)ccc2O[C@@H]1CN(C)C(=O)Nc1ccccc1	1
93	O=S(=O)(Nc1cccc(C(F)(F)F)c1)c1ccccc1	8
94	Cc1ccc(S(=O)(=O)N(C)C[C@@H]2Oc3c(NS(C)(=O)=O)cccc3C(=O)N([C@H](C)CO)C[C@@H]2C)cc1	2
95	C[C@H](CO)N1C[C@H](C)[C@H](CN(C)S(=O)(=O)c2ccc(F)cc2)Oc2ccc(NS(=O)(=O)c3ccc(Cl)cc3)cc2C1=O	28

Ordered by formula weight (largest number first): part of the list above.
no.	Structure	U2OS ROS induce
31	C[C@H](CO)N1C[C@H](C)[C@H](CN(C)Cc2ccc(Oc3ccccc3)cc2)Oc2ccc(NC(=O)C3CC3)cc2C1=O	-6
94	Cc1ccc(S(=O)(=O)N(C)C[C@@H]2Oc3c(NS(C)(=O)=O)cccc3C(=O)N([C@H](C)CO)C[C@@H]2C)cc1	2
56	Cc1nc2nc(NCc3cccc([N+](=O)[O-])c3)[nH]n2c(=O)c1Cc1ccccc1	-2
